Bioassay records deposited in PubChem by National Center for Advancing Translational Sciences (NCATS).
Pf growth 96h: inhibits malaria parasite growth, 96 h; P. falciparum luciferase reporter growth, 96 h; Potency, µM (highest dose often 28.7 µM), without a hit: top-dose activity change, negative = inhibition, hits mostly inhibitors; 320,000 compounds, 6.9% hits; AID 504834; further: potency means the concentration at half of the fitted maximal effect; on the % scale 0 is the no-effect control and ±100 the full control effect
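Two-generation exposure (96 h) targets delayed-death phenotype. Reporter parasites carrying integrated firefly luciferase, in red cells at 2% hematocrit and 0.05% parasitemia final, kept at 37 C, 5% CO2; luminescence loss indicates inhibition.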
TbPYK inhibitor: T. brucei pyruvate kinase inhibition. 410,000 compounds, 0.12% hits. Potency, µM (top dose mostly 76.8 µM), without a hit: at the highest dose activity, negative = inhibition, usual class: inhibitors. TbPYK enzyme, Kinase-Glo Plus ATP luminescence, 45 min; further: potency means the concentration at half of the fitted maximal effect; on the % scale 0 is the no-effect control and ±100 the full control effect; nearly all actives have a fitted effect of over 50% in size
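Activity of T. brucei pyruvate kinase was followed by Kinase-Glo Plus luminescence after the enzyme reacted 45 min at room temperature with 130 uM ADP (final) and substrate. Test compounds were added before ADP at multiple concentrations.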
CHX counter: counter-screen hit for Shiga toxin inhibitors, cycloheximide. max response, %. AID 2314. 300,000 compounds, 12% hits. cell reporter, cycloheximide protein synthesis inhibition counterscreen; in the data active means max response mostly above about 13%, no sharp cut-off; inactive means mostly below about 14%; further: read at 38.3 µM for the half of the compounds with a filed dose; 0% is about no effect
LmPK inhibitor: inhibitors of Leishmania mexicana pyruvate kinase; purified LmPK, Kinase-Glo ATP luminescence, 1 h; 290,000 compounds, 0.37% hits; Potency, µM (highest dose often 57.5 µM), without a hit: at the top dose activity change, negative = inhibition, hits mostly inhibitors; AID 1721; Q27686; further: potency means the concentration at half of the fitted maximal effect; on the % scale 0 is the no-effect control and ±100 the full control effect
Target sequence (Q27686 whole entry, looked up): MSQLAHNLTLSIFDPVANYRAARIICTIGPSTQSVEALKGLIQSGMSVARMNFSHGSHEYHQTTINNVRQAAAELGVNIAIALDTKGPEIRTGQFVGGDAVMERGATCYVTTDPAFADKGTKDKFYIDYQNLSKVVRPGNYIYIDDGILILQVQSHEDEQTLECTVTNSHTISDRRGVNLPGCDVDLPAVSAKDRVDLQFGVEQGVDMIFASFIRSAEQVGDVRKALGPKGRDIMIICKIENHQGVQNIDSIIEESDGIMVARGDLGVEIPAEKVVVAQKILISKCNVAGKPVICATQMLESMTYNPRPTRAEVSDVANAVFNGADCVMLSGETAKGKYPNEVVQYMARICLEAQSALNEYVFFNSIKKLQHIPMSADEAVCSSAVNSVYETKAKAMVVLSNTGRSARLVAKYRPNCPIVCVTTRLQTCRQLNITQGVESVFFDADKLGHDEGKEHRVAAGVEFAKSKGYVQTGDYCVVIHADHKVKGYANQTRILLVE
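Purified LmPK (0.1 nM) converted ADP (0.1 mM) to ATP with PEP (0.5 mM) in imidazole buffer pH 7.2 with KCl and MgCl2, 1 h at room temperature. ATP was read by Kinase-Glo luminescence; data normalized to uninhibited and no-enzyme controls.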
HCV inh: HCV inhibition | Huh7.5.1 HCVcc-Cre infection, luciferase reporter, 44 h | Potency, µM (titrated, usually from 41.8 µM), for inactives: at the highest dose activity change, negative = inhibition, usual class: inhibitors | 340,000 compounds, 3.4% hits | AID 651820; further: potency means the concentration at half of the fitted maximal effect; on the % scale 0 is the no-effect control and ±100 the full control effect
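Compounds are dispensed onto cells plated 4 h earlier at 1,000 per well, with HCVcc-Cre virus (about 0.5 moi) added next. Following 44 h of culture, luminescent signal is measured for 15 sec after 15 min with substrate at room temperature.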
Pf growth 48h: inhibits P. falciparum growth in the first generation, 48 h; P. falciparum luciferase growth in erythrocytes, 48 h; Potency, µM (highest dose often 28.7 µM), for the others: at the top dose activity change, negative = inhibition, actives largely listed as inhibitors; 310,000 compounds, 5.9% hits; AID 504832; further: potency means the concentration at half of the fitted maximal effect; on the % scale 0 is the no-effect control and ±100 the full control effect
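A one-generation exposure of luciferase-tagged malaria parasites in RPMI 1640/Albumax erythrocyte culture, 37 C and 5% CO2. Inhibition is inferred from decreased luminescence after adding detection reagent.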
Shiga toxin inh: Shiga toxin inhibition; Vero cells, Shiga toxin protein synthesis inhibition reporter; 290,000 compounds, 9.2% hits; inhibition, % at 38.7 µM; in the data active means inhibition mostly above about 28%, no sharp cut-off; inactive means mostly below about 43%; further: 0% is about no effect
Numbers without * were called inactive; i = inactive; u = inconclusive; x = not tested or not shown; & = joins results of further samples; [ ] = another dose, or the depositor's remark. Unless noted, the call rests on the fitted dose curve; in most records, active means well fitted curve in the direction sought with a large enough effect; inconclusive means small, poorly fitted or top-dose-only effect, or another doubt; inactive means no such curve, though single readings can be large; an effect the other way counts as inactive or inconclusive. Not a hit list; about 24% have a hit in one of these screens.

SMILES	Pf growth 96h	TbPYK inhibitor	CHX counter	LmPK inhibitor	HCV inh	Pf growth 48h	Shiga toxin inh
COc1ccc(NC(=O)CSc2nccn2Cc2ccccc2)c(OC)c1	-6%	5%	12	-2%	-8%	-8%	17
COC(=O)c1ccc(/C=N/NC(=O)C(=O)NCC2CCCO2)cc1 (configuration not stated)	70%[activator]	4%	-1	2%	4%	44%[activator]	-3
COc1cccc(-n2nnnc2SCC(=O)NC2CCCC2)c1	-4%	-4%	-3	9%	-1%	x	-4
COc1cc(NC(=O)c2cc(C)on2)cc(OC)c1OC	1%	-2%	-2	12%	2%	x	-7
CCCOc1nc(C)cc(COC)c1C(N)=O	-33%	2%	-1	-5%	28%	34%[activator]	20
O=c1[nH]c(CN2CCc3ccccc32)nc2scc(-c3cccs3)c12	x	-22%	5	8%	u	0%	-12
COc1ccc(/C=C2\SC(=S)N(CCC(=O)N3CCCCC3CCO)C2=O)cc1 (configuration not stated)	u	0%	7	1%	-16%	u	13
Cc1ccc(C)c(NC(=O)C(Sc2nc3ccccc3c(=O)n2CC(C)C)c2ccccc2)c1 (configuration not stated)	2.6µM*	-1%	-3	-1%	-15%	3.7µM*	20
O=c1c2ccccc2nc(CSc2ncnc3nc[nH]c23)n1-c1ccccc1Cl	13%	-2%	-1	11%	2%	u	-7
CC1Cc2nc(SCC(=O)N3CCN(c4ccccc4)CC3)n(C)c(=O)c2S1 (configuration not stated)	u	-5%	-3	-4%	u	-11%	-5
CCCn1nnc(NC(=O)C(C)C)n1	0%	-11%	-1	0%	9%	-14%	27
CSc1ccccc1C(=O)N(C)Cc1ccccc1	83%[activator]	2%	-1	1%	20%	7%	-10
CCN(CC)C(=S)NC(=O)c1ccc(F)cc1	82%[activator]	-17%	-1	4%	0%	-6%	32
CCN(CC)CCCNC(=O)Cc1c(C(=O)O)n(C)c2ccccc12	u	-7%	-4	-1%	12%	1%	-9
CCC(C)C(NC(=O)C1CCC(C)CC1)C(=O)NCCCN1CCCCC1CC (configuration not stated)	-20%	-2%	-3	-2%[11.5 µM]	u	-1%	-8
COc1ccc(-c2cc(C(N)=O)nc(N3CCCCCC3)n2)cc1	9%[5.75 µM]	-5%	-3	4%	-7%	1%	0
O=C(NCCc1ccccc1)c1cccs1	164%[activator]	4%	29*	-17%	9%	x	50
CC(=O)O[C@H]1C[C@@H]2CC[C@@H]3[C@H](CC[C@]4(C)C(=O)CC[C@@H]34)[C@@]2(C)C[C@@H]1OC(C)=O	u	-1%	x	x	20%	u	x
CCc1ccc(/C=C2\Oc3ccc(C(=O)OC)cc3C2=O)cc1	0%	2%	-1	1%	1%	u	-13
Cc1cccc(NC(=O)NC(=S)NC(=O)c2ccccc2)c1	111%[activator]	6%	42*	3%	-17%	34%[activator]	80*
O=c1oc2ccccc2c(O)c1C=NCc1ccccn1	28%	5%	8	-13%	5%	40%[activator]	8
O=C(OCc1ccccc1)c1ccc(Br)o1	x	-2%	16	-1%	-9%	2%	28
O=C(CN1C(=O)c2cccnc2Oc2ccc(Cl)cc21)N1CCOCC1	-11%	3%	-4	2%	21%	-5%	-12
O=C(Oc1ccccc1/C=C\C(=O)c1cc2ccccc2o1)c1ccccc1	-3%	-8%	35*	-3%	u	20%	90*
COc1cccc(C2C(C(=O)c3sc(C)nc3C)=C(O)C(=O)N2CCN2CCOCC2)c1OC (configuration not stated)	25%	-2%	0	5%	8%	14%	2
NC(N)=NC1=NC(=O)C(Cc2ccccc2Cl)S1 (configuration not stated)	-5%	1%	10	4%	9%	4%	11
O=C1/C(=C/c2cccc([N+](=O)[O-])c2)N2CCC1CC2	277%[activator]	3%	7	1%	4%	-7%	7
COc1ccc(NC(=O)CSc2nnc(NC(=O)c3ccccc3C(=O)O)s2)cc1	u	-1%	-3	1%	-7%	u	-14
COC(=O)c1cc(OCC(=O)NC2CCCc3ccccc32)cc(C(=O)OC)c1 (configuration not stated)	5%	2%	1	-9%	u	-18%	-6
CC(=O)NCCC(=O)Nc1nc(-c2ccc3c(c2)OCCO3)cs1	105%[activator]	-2%	36*	-3%	-12%	32%[activator]	50*
CCC(=O)/C=C1/Sc2ccc(OC)cc2N1CC	3%	-8%	-3	-2%	u	u	22
CCOc1ccc(NC(=O)COC(=O)Cc2ccc(S(=O)(=O)N3CCOCC3)s2)cc1	-4%	4%	2	7%	17%	x	33
CC(C)(C)c1ccc(OCCC(=O)OCC(=O)NC2CCCCC2)cc1	20%	1%	x	x	5%[8.37 µM]	6%	x
COc1ccc(Nc2ccc(N3C(=O)CCCC3=O)cc2[N+](=O)[O-])cc1OC	u	-5%	-5	-4%	3%	11%	-4
O=C1CCC(=O)N1N1C(=O)C2C3c4ccccc4C(c4ccccc43)C2C1=O (configuration not stated)	53%[activator]	-1%	-4	-1%	16%	8%	10
CCN(CC)CCCNC(=O)c1nn2c(C(F)(F)F)cc(-c3ccccc3)nc2c1Cl	u	-17%	-4	8%	4µM*	0%	-28
COc1ccc(CCNC(=O)COC(=O)Cc2cc(OC)c(OC)c(OC)c2)cc1	u	1%	-3	-6%	24%	-4%	3
Cc1ccc(CSc2nnc(-c3ccccn3)n2C)cc1	12%	7%	24*	-11%	9%	-6%	94*
COc1ccc(CCNCC(=O)Nc2ccc(C)c(Br)c2)cc1OC	i	24%	-2	2%	5%	46%[activator]	3
CCn1c(CNC(=O)Cc2ccc(OC)cc2)nnc1SCC(=O)Nc1ccc(C(=O)O)cc1	-15%	-9%	-1	-3%	9%	40%[activator]	-6
CCOc1ccc(S(=O)(=O)N2CCCC(C(=O)NC3CC3)C2)cc1Cl (configuration not stated)	0%	4%	x	x	2%	u	x
CN(CC(=O)Nc1ccc(Cl)c(C(F)(F)F)c1)C(=O)c1cc(=O)c2ccccc2o1	u	1%	x	x	-8%	u	x
NC(=O)c1ccc(-n2nnnc2Oc2ccccc2C(=O)N2CCOCC2)cc1	u	-1%	-1	2%	9%	7%	8
CCNC(=O)CN(Cc1ccccc1)S(=O)(=O)c1ccccc1	-17%	0%	1	3%	6%	0%	-7
CC1CC(C)CN(C(=O)c2ccc(CSc3nc4ccncc4[nH]3)cc2)C1 (configuration not stated)	14%	-9%	-2	0%	u	-20%	-13
Cc1cc(C)c(C(=O)COC(=O)C2CCN(c3ccc(C(F)(F)F)cn3)CC2)c(C)c1	u	0%	x	x	4%	u	x
COc1cc(CN2CCN(C(=O)c3ccc(-c4ccccc4)cc3)CC2)cc(OC)c1OC	-4%	4%	19*	-2%	u	14%	98*
CC(NC(=O)NC(=O)c1ccc(Cl)cc1)c1ccccc1 (configuration not stated)	u	4%	8	6%	-23%	20%	19
O=C(NC1=NCCS1)C1COc2ccccc2O1 (configuration not stated)	-84%	-20%	-8	16µM*	0%	-28%	-24
CN1C(=O)/C(=C/c2ccccc2F)Sc2ccc(C(=O)N3CCCC3)cc21	-7%	-5%	1	7%	u	u	-6
O=C(CCNC(=O)c1ccccc1Cl)Nc1nccs1	84%[activator]	-5%	1	0%	22%	34%[activator]	-14
CC1=C(C(=O)N2CCOCC2)C(c2cccc(C)c2)NC(=S)N1 (configuration not stated)	-6%	-3%	-4	1%	33%[activator]	10%	-6
CCn1nc(C(=O)OCC(=O)NCCN2C(=O)CSC2=O)c2ccccc2c1=O	x	-8%	-2	0%	-1%	15%	21
COC(=O)c1ccc(C2/C(=C(\O)c3cccc(OC)c3)C(=O)C(=O)N2CCCN2CCOCC2)cc1 (configuration not stated)	7%	1%	16	-6%	23%&-8%	-1%	-7
Cc1ccc(NC(=O)COC(=O)c2cccc(OC(F)F)c2)cc1S(=O)(=O)N1CCCCC1	u	1%	x	x	-8%	u	x
COc1ccc2nc(NC(=O)CCNS(=O)(=O)c3ccc4c(c3)oc(=O)n4C)sc2c1	18%	7%	4	3%	-9%	-8%	-14
COc1ccccc1NC(=O)CN1CCN(c2ccccc2OC)CC1	29%	7%	-2	6%	-14%	u	-5
CC(=O)C1=C(C)NC(=O)NC1c1cccs1 (configuration not stated)	-5%	0%	-6	7%	4%	x	-14
CCSc1nnc2c(n1)[nH]c1c(C)cccc12	x	0%	19*	9%	32µM*	x	26
COc1cccc(-c2cn3nc4c(nc3n2)CCCC4)c1	-51%	u	16*	11µM*	-5%	-53%	27

Record cards, from the list above. Order of values: Pf growth 96h | TbPYK inhibitor | CHX counter | LmPK inhibitor | HCV inh | Pf growth 48h | Shiga toxin inh
Listed for COc1ccccc1NC(=O)CN1CCN(c2ccccc2OC)CC1 = 29% | 7% | -2 | 6% | -14% | u | -5
Listed for COc1cc(CN2CCN(C(=O)c3ccc(-c4ccccc4)cc3)CC2)cc(OC)c1OC = -4% | 4% | 19* | -2% | u | 14% | 98*

The main list resumes with the seven entries that preceded the break.
SMILES	Pf growth 96h	TbPYK inhibitor	CHX counter	LmPK inhibitor	HCV inh	Pf growth 48h	Shiga toxin inh
COC(=O)c1ccc(C2/C(=C(\O)c3cccc(OC)c3)C(=O)C(=O)N2CCCN2CCOCC2)cc1 (configuration not stated)	7%	1%	16	-6%	23%&-8%	-1%	-7
Cc1ccc(NC(=O)COC(=O)c2cccc(OC(F)F)c2)cc1S(=O)(=O)N1CCCCC1	u	1%	x	x	-8%	u	x
COc1ccc2nc(NC(=O)CCNS(=O)(=O)c3ccc4c(c3)oc(=O)n4C)sc2c1	18%	7%	4	3%	-9%	-8%	-14
COc1ccccc1NC(=O)CN1CCN(c2ccccc2OC)CC1	29%	7%	-2	6%	-14%	u	-5
CC(=O)C1=C(C)NC(=O)NC1c1cccs1 (configuration not stated)	-5%	0%	-6	7%	4%	x	-14
CCSc1nnc2c(n1)[nH]c1c(C)cccc12	x	0%	19*	9%	32µM*	x	26
COc1cccc(-c2cn3nc4c(nc3n2)CCCC4)c1	-51%	u	16*	11µM*	-5%	-53%	27
Fc1ccc(-c2nc3ccccc3[nH]2)cc1	35%[activator]	-1%	35*	u	u	48%[activator]	115*
N#Cc1cccc(NC(=O)c2ccccc2C(=O)O)c1	8%	-3%	3	-8%	-8%	20%	-17
NCC(c1ccccc1Cl)c1c[nH]c2ccccc12 (configuration not stated)	u	-3%	-1	-1%	-25%	9.3µM*	-13
O=C(COc1cccc(Cl)c1)Nc1nc(-c2ccc(S(=O)(=O)N3CCOCC3)cc2)cs1	9.3µM*	-3%	-2	3%	u	8.3µM*	8
O=C(Oc1ccc2ccccc2c1Cl)N1CCCC1	u	-6%	38*	-4%	-18%	239%[activator]	59*
O=C(NC(=O)N1CCN(c2ccc([N+](=O)[O-])cn2)CC1)c1c(Cl)cccc1Cl	25%	2%	5	2%	0%	14%	-11
COc1ccc(OCCCC(=O)OCC(=O)Nc2ncc(Cl)cc2Cl)cc1	0%	-3%	x	x	1%	u	x
CCCCn1c(-c2cccc(C)c2)nc2cc3[nH]c(=O)c(C(C)C)nc3cc21	4.1µM*	1%	9	3%	u	9.3µM*	9
Cc1ccc(C(=O)Nc2cccc(C(F)(F)F)c2)cc1NC(=O)c1cnnc2ccccc12	u	4%&-6%	1	2%	-12%	-3%	16
